SUMO1 PPI mod – alters human SUMO1 binding to SIM partners; SUMO1 binding to a labelled peptide, TR-FRET, 1 h; inhibition, % at 20 µM; hit rate 0.33% among 360,000; in the data active means inhibition above about 37%
CSN deneddyl inh – blocks human CSN-mediated cullin deneddylation. Q92905. Purified CSN, SCF-Nedd8-OG deneddylation, fluorescence polarization. inhibition, % at 12.5 µM. hit rate 0.38% among 360,000. AID 651999;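 active means pattern-corrected inhibition above about 35%, with an unprinted fluorescence ratio check between 0.5 and 1.5, limit read from the data, passing the limit was not always enough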;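 further: 0% = enzyme with substrate and 100% = substrate without enzyme; some results filed as inactive read as strong as hits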
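test system = HEK293T-derived human Csn5 enzyme | amount = 0.24 nM Csn5 enzyme, final concentration | medium = Tris/NaCl/DTT buffer, pH 7.5 | schedule = 90 min reaction at room temperature | signal = FP | evaluation = inhibition of Csn5 cleavage, % | compound dosing = single dose of 12.5 µM compound with 0.25% DMSO | probe or stimulus = 10 nM SCFSkp2-Nedd8OG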
NadD block – NadD (S. aureus) enzyme inhibition; purified NadD enzyme, colorimetric absorbance read-out; inhibition, % at 20 µM; hit rate 0.78% among 360,000; in the data active means inhibition above about 26%; further: some compounds past the cut are filed as inactive
Scp1 inh – blocks human Scp-1 phosphatase activity | hit rate 0.88% among 340,000 | Recombinant Scp1, phosphopeptide, malachite green phosphate absorbance | inhibition, % at 20 µM | AID 493091;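 active means inhibition above about 50% at 20 µM, limit read from the data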;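 further: plate controls were DMSO wells with enzyme for no effect and wells lacking enzyme for full effect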
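Assay system: SCP-1 catalytic fragment, aa 76-261 | Buffer or medium: Tris acetate buffer pH 5.5 with MgCl2 and Tween-20 | Compound: One concentration, 20 µM, with 1.0% DMSO | Also added: Phospho 17-mer peptide substrate | Signal: Absorbance at 630 nm | Incubation: 45 min enzyme reaction at room temperature | Measure: % inhibition of SCP-1 phosphate liberation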
PABP1 MLLE inh – inhibitors of microRNA-mediated deadenylation, human PABP1 MLLE binding. P11940. GST-MLLE / FITC-PAM2 fluorescence polarization. inhibition, % at 20 µM. hit rate 0.36% among 360,000; in the data active means inhibition above about 35%, passing the limit was not always enough;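 further: plate controls were DMSO wells with GST-MLLE for no effect and wells lacking GST-MLLE protein for full effect; some results filed as inactive read as strong as hits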
STEP inh – inhibitors of human striatal-enriched phosphatase STEP; recombinant STEP, OMFP fluorogenic substrate, fluorescence; inhibition, % at 20 µM; hit rate 0.25% among 360,000;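 active means inhibition at 20 µM, scaled per plate between control wells, above about 37%, limit read from the data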;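 further: 0% = DMSO with enzyme and substrate and 100% = substrate only without enzyme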
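Measure: Control-normalized % inhibition with plate pattern correction | Test system: STEP phosphatase, cell-free reaction | Medium: pH 6.0 Bis-Tris with DTT and Tween 20 | Technique: Fluorescence, 480/540 nm | Times: Reaction 20 min, ambient temperature | Doses: Single compound dose of 20 µM, 1% DMSO final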
Rpn11 block – Rpn11 (human) deubiquitinase inhibition; O00487; human 26S proteasome, Ub4-pepOG fluorescence polarization; 20S core pre-blocked with epoxomicin; calls only at 20 µM; hit rate 0.59% among 360,000;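 active means inhibition at 20 µM, scaled to each plate's controls, above about 33%, limit read from the data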
LMPTP block – blocks human LMPTP phosphatase; P24666; recombinant LMPTP-A, OMFP fluorogenic substrate, fluorescence intensity; inhibition, % at 20 µM; hit rate 0.22% among 360,000;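 active means compounds that cut the enzyme signal by at least half of the control window in the single-dose screen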;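 further: plate controls were DMSO wells with enzyme plus substrate for no effect and substrate without enzyme for full effect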
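Assay system: LMPTP-A enzyme. Input: 0.625 nM LMPTP-A final. Probe or stimulus: 400 µM OMFP. Compound dosing: single 20 µM dose. Schedule: 50 min dark incubation at room temperature. Detection: fluorescence intensity of OMFP turnover product. Read-out: percent inhibition versus substrate-only and uninhibited controls. Benchmarks: no-enzyme low control, uninhibited high control.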
TbMetRS inhib – blocks T. brucei methionyl-tRNA synthetase activity. purified T. brucei MetRS, ATP depletion, Kinase-Glo luminescence. inhibition, % at 11.9 µM. hit rate 0.4% among 360,000. AID 624268;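 active means inhibition above a per-plate cutoff of the control wells' mean inhibition plus 3 SD, cut at about 5.5% in these data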;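 further: 0% = DMSO wells median and 100% = median of wells with control inhibitor compound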
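Dosing: 11.9 µM single point; system: parasite MetRS enzyme; technique: luminescence of leftover ATP; times: 15 min enzyme-compound preincubation, 2 h reaction, 10 min detection, 25 °C; replicates: each compound tested once; read-out basis: percent inhibition relative to median high and low control wells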
DNMT1 inh – inhibitors of human DNMT1. P26358. DNMT1 molecular beacon, Hinp1I cleavage, fluorescence. inhibition (reported as % activation of signal), % at 10 µM. hit rate 0.83% among 360,000; in the data active means inhibition above about 50%
Target sequence (P26358 504-1616 limits assumed): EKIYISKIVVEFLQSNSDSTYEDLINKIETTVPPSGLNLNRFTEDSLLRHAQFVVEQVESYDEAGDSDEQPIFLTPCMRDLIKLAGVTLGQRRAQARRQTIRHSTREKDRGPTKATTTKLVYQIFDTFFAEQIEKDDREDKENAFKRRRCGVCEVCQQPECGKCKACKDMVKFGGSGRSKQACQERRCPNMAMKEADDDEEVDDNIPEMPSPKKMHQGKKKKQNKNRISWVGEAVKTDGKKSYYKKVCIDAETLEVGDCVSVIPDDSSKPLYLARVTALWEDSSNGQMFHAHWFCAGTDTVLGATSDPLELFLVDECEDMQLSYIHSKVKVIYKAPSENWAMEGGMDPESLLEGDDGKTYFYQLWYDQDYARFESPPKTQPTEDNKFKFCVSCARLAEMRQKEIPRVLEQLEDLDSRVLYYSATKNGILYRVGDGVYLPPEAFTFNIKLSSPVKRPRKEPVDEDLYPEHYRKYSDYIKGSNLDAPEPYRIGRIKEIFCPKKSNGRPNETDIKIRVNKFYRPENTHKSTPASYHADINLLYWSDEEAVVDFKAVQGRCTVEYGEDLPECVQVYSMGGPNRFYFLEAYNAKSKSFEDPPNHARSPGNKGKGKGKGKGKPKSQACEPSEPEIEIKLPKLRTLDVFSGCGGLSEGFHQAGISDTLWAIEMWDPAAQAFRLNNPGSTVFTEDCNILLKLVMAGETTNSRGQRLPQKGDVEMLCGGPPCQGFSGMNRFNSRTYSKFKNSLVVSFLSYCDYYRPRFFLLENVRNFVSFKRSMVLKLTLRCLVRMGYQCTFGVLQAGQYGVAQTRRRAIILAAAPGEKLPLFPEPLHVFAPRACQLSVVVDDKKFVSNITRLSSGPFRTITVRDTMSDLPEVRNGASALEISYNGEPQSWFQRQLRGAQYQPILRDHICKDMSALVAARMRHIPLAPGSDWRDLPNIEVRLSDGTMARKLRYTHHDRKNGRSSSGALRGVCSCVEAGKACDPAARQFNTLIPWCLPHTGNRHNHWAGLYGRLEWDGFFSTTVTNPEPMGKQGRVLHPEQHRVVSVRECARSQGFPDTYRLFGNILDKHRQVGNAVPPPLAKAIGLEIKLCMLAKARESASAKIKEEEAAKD
An asterisk follows results filed as active; i = inactive; . = no result given.

no. | SMILES | SUMO1 PPI mod | CSN deneddyl inh | NadD block | Scp1 inh | PABP1 MLLE inh | STEP inh | Rpn11 block | LMPTP block | TbMetRS inhib | DNMT1 inh
1 | Cc1ccc(C)c(NC(=O)CSc2nc(C)cs2)c1 | 2 | -3 | 1 | -4 | -3 | 2 | i | -1.9 | -0.4 | 4
2 | Cc1ccc(S(=O)(=O)N2CCC(C(=O)NCCc3ccccn3)CC2)cc1 | 4 | -3 | -3 | -5 | 0 | 8 | i | -0.1 | 0.0 | -1
3 | COc1ccc(C2=NNC(c3cccs3)=Nc3ccc(OC)cc32)cc1 | 4 | -3 | 7 | -7 | 3 | -2 | i | 0.7 | -0.2 | -9
4 | O=[n+]1c2c(n([O-])c3cc(F)c(N4CCCC4)cc31)CCC2 | -35 | -12 | 1 | 35 | 79 | -5 | i | 4.6 | -0.6 | 12
5 | Cc1cccn2c(=O)c(/C=C(\C#N)C(=O)NC3CCS(=O)(=O)C3)c(N3CC(C)OC(C)C3)nc12 (stereo not drawn) | -28 | -5 | -7 | -7 | 11 | -2 | i | -0.3 | 0.2 | 0
6 | CCOC(=O)c1ccc(NC(=S)N(CCN2CCCCCC2)Cc2ccco2)cc1 | -4 | -5 | -5 | 6 | -94 | 2 | i | -0.1 | -0.5 | -2
7 | CC(C)(C)C(=O)Nc1cc(NC(=O)C(C)(C)C)cc(C(=O)Nc2cc(C(=O)O)cc(C(=O)O)c2)c1 | 0 | -1 | -6 | 23 | 6 | -2 | i | -0.7 | -0.5 | 5
8 | O=c1[nH]c2ccccc2cc1-c1nnn(-c2ccc(F)cc2)n1 | -1 | -4 | 3 | 0 | -2 | -2 | i | -1.3 | -0.5 | -1
9 | O=C(C1CCN(S(=O)(=O)c2ccccc2F)CC1)N1CCc2ccccc21 | 2 | 0 | -5 | -10 | 14 | -1 | i | -0.3 | -0.2 | -1
10 | C[C@H](CO)N1C[C@H](C)[C@@H](CN(C)S(=O)(=O)c2cccs2)Oc2ccc(NC(=O)Cn3cnnn3)cc2C1=O | 6 | -2 | 1 | 1 | 2 | 3 | i | -0.5 | 0.1 | -1
11 | COc1cc(/C=N/NC(=O)c2cc[n+]([O-])cc2)ccc1O | -19 | -6 | -2 | -5 | -8 | -1 | i | 0.3 | -0.6 | 1
12 | CCOC(=O)c1c(NC(=O)Cn2cc([N+](=O)[O-])cn2)sc2c1CCC2 | 1 | 2 | 1 | -3 | 5 | 3 | i | 1.4 | 0.0 | -4

no. | SMILES | SUMO1 PPI mod | CSN deneddyl inh | NadD block | Scp1 inh | PABP1 MLLE inh | STEP inh | Rpn11 block | LMPTP block | TbMetRS inhib | DNMT1 inh
13 | Nc1nc(-c2cccc(F)c2)cs1 | 0 | -7 | 4 | -6 | 39* | -1 | i | 0.0 | 0.0 | -9
14 | CC(C)C(=O)NC(C)C(c1cccs1)N1CCN(c2ccccc2)CC1 (stereo not drawn) | 3 | 1 | -4 | -11 | -5 | -3 | i | -1.3 | -1.0 | 10
15 | c1ccc(Cn2ccnc2-c2ccco2)cc1 | -1 | -6 | 1 | 6 | -17 | 0 | i | 1.2 | -0.1 | 0
16 | CC(=O)Nc1cccc(NC(=O)Nc2ccc(C(C)=O)cc2)c1 | -2 | -4 | -1 | -5 | 5 | 1 | i | -1.0 | -0.1 | 0
17 | CCC(C)(C)NC(=O)C1CC(=O)N(CCc2ccc(F)cc2)C1 (stereo not drawn) | 2 | 0 | -5 | 1 | -3 | 0 | i | -3.5 | -1.2 | -1
18 | Cc1ccc(C)c(N(C(=O)CNC(=O)c2ccco2)C(C(=O)NC2CCCCC2)c2ccncc2)c1 (stereo not drawn) | 1 | -4 | -4 | -5 | 3 | 1 | i | 0.4 | 0.3 | -3
19 | CCCS(=O)(=O)NC(=O)C1(C)CCCN(C(=O)CCc2cccs2)C1 (stereo not drawn) | -1 | 3 | -5 | . | 7 | 0 | i | -1.9 | -0.3 | 4
20 | CCOC(=O)c1c(CN(C)C)n(-c2ccc(C)cc2)c2cc(Br)c(O)cc12 | 5 | -3 | -2 | 3 | -1 | 1 | i | -80 | -0.9 | 5
21 | O=C1c2cccnc2C(=O)N1Cc1ccc(S(=O)(=O)N2CCOc3ccc(Cl)cc32)cc1 | -17 | 1 | 9 | -6 | -7 | 2 | i | 2.9 | -0.5 | -7
22 | Cc1ccc(CC(=O)Nc2ncc([N+](=O)[O-])s2)cc1 | -20 | 15 | 3 | -9 | -9 | 2 | i | 0.3 | 0.1 | -1
23 | C/C(CC(=O)Nc1cc(C)ccn1)=N\NC(=O)c1ccccc1C | -1 | -3 | -3 | -2 | -2 | 0 | i | -0.8 | 0.7 | -3
24 | Cc1ccc(NC2CCCN(C(=O)c3ccoc3C)C2)cc1C (stereo not drawn) | -4 | -1 | -2 | -2 | 14 | 5 | i | -0.7 | -0.4 | 0

no. | SMILES | SUMO1 PPI mod | CSN deneddyl inh | NadD block | Scp1 inh | PABP1 MLLE inh | STEP inh | Rpn11 block | LMPTP block | TbMetRS inhib | DNMT1 inh
25 | C=CCN(CC=C)C(=S)NC(=O)c1ccc(-c2ccccc2)cc1 | 2 | 3 | 0 | -17 | 16 | 3 | i | 0.2 | 1.3 | -1
26 | O=S(=O)(NC1CCCCC1)c1ccc(Br)cc1 | 2 | 0 | -4 | -2 | -7 | -2 | i | -0.3 | -0.5 | -1
27 | CCCn1c(C(C)Nc2nc(-c3ccc(C)cc3)cs2)nc2cc(Cl)c(N3CCCCC3)cc21 (stereo not drawn) | -4 | 6 | 30* | -4 | -80 | 2 | i | -0.1 | -0.4 | -6
28 | CC1CN(C(=O)COC(=O)c2ccc(N(C)C)cc2)CC(C)O1 (stereo not drawn) | -1 | 0 | -6 | -9 | -2 | -3 | i | -0.7 | 1.6 | 0
29 | CCC(C)c1ccc(S(=O)(=O)N2CCN(C(C)CC(=O)O)CC2)cc1 (stereo not drawn) | -1 | 1 | 1 | -14 | -4 | -1 | i | -2.3 | 0.0 | -1
30 | O=C(Nc1ccccc1N1CCOCC1)c1ccc(S(=O)(=O)NCc2ccco2)cc1 | 3 | -10 | -3 | 2 | -8 | -1 | i | -1.0 | 0.0 | 5
31 | Cc1nc2nc[nH]n2c(=O)c1NS(=O)(=O)c1ccc([N+](=O)[O-])cc1 | -21 | -8 | 3 | -2 | 14 | 1 | i | -0.2 | -0.8 | 1
32 | Cc1ccc(-c2nc(-c3cccnc3)sc2CC(=O)O)cc1 | -13 | -3 | -3 | -11 | -6 | -4 | i | -2.5 | -0.7 | 5
33 | COC(=O)c1sc2nc(SCc3cccc(F)c3)n(N)c(=O)c2c1C | -2 | -2 | -2 | -4 | -10 | 4 | i | 1.6 | -0.3 | 2
34 | CC(CNC(=O)CCS(=O)(=O)c1ccc2c(c1)oc(=O)n2C)c1ccccc1 (stereo not drawn) | 0 | 5 | -2 | -4 | 9 | -1 | i | 0.9 | -0.5 | 1
35 | Cc1cc(C)nc(N2CCCC(C(=O)Nc3nc4ccc(S(C)(=O)=O)cc4s3)C2)n1 (stereo not drawn) | -7 | 4 | -3 | 2 | 2 | -3 | i | -1.0 | 0.1 | -10
36 | Brc1ccc2nc(-c3ccncc3)c(NC3CCCC3)n2c1 | -2 | -1 | -6 | -2 | 5 | 6 | i | 0.5 | -0.2 | -1

Single values from the list.
Cc1cc(C)nc(N2CCCC(C(=O)Nc3nc4ccc(S(C)(=O)=O)cc4s3)C2)n1 (stereo not drawn) @ CSN deneddyl inh: 4
O=C(Nc1ccccc1N1CCOCC1)c1ccc(S(=O)(=O)NCc2ccco2)cc1 @ STEP inh: -1

Remaining list, next part.
no. | SMILES | SUMO1 PPI mod | CSN deneddyl inh | NadD block | Scp1 inh | PABP1 MLLE inh | STEP inh | Rpn11 block | LMPTP block | TbMetRS inhib | DNMT1 inh
37 | O=C(c1cccc2c1-c1ccccc1/C2=N/O)N1CCCCC1 | -13 | -5 | 1 | 2 | -7 | -14 | i | -1.8 | -0.4 | -3
38 | Fc1ccc(NC(=S)Nc2cccc(Cl)c2)cc1 | -3 | -2 | -5 | -1 | 26 | 0 | i | -0.8 | -0.5 | 0
39 | Cc1c(-c2ccccc2)[n+](=O)c2c(n1[O-])CCCC2 | -6 | 11 | -8 | 4 | -2 | 2 | i | -1.4 | -0.1 | 3
40 | CCCC(=O)Nc1ccc2c(c1)nc(CCNC(=O)c1ccco1)n2C | -3 | -1 | -8 | -13 | 2 | 0 | i | -1.2 | 0.3 | -1
41 | N#CC(C#N)=NNc1ccc(S(=O)(=O)N2CCCCC2)cc1 | -6 | -10 | 5 | -5 | -4 | 2 | i | 3.5 | -0.1 | -21
42 | CC(=O)Nc1ccc(S(=O)(=O)Nc2nc3ccc(C)cc3s2)cc1 | 4 | 1 | -2 | -11 | -2 | -4 | i | 0.3 | 0.9 | 4
43 | COCc1[nH]nc2c1C(c1ccccc1OC)C(C#N)=C(N)O2 (stereo not drawn) | -1 | -2 | -3 | 0 | 3 | -8 | i | -0.9 | -0.8 | -1
44 | O=C1OC[C@H](Cc2ccc3c(c2)OCO3)/C1=C\c1ccc2c(c1)OCO2 | -19 | -3 | -8 | -19 | -3 | 0 | i | 2.4 | -2.5 | -2

Compounds from the list above that have a furan ring, fused or not (six):
no. | SMILES | SUMO1 PPI mod | CSN deneddyl inh | NadD block | Scp1 inh | PABP1 MLLE inh | STEP inh | Rpn11 block | LMPTP block | TbMetRS inhib | DNMT1 inh
6 | CCOC(=O)c1ccc(NC(=S)N(CCN2CCCCCC2)Cc2ccco2)cc1 | -4 | -5 | -5 | 6 | -94 | 2 | i | -0.1 | -0.5 | -2
15 | c1ccc(Cn2ccnc2-c2ccco2)cc1 | -1 | -6 | 1 | 6 | -17 | 0 | i | 1.2 | -0.1 | 0
18 | Cc1ccc(C)c(N(C(=O)CNC(=O)c2ccco2)C(C(=O)NC2CCCCC2)c2ccncc2)c1 (stereo not drawn) | 1 | -4 | -4 | -5 | 3 | 1 | i | 0.4 | 0.3 | -3
24 | Cc1ccc(NC2CCCN(C(=O)c3ccoc3C)C2)cc1C (stereo not drawn) | -4 | -1 | -2 | -2 | 14 | 5 | i | -0.7 | -0.4 | 0
30 | O=C(Nc1ccccc1N1CCOCC1)c1ccc(S(=O)(=O)NCc2ccco2)cc1 | 3 | -10 | -3 | 2 | -8 | -1 | i | -1.0 | 0.0 | 5
40 | CCCC(=O)Nc1ccc2c(c1)nc(CCNC(=O)c1ccco1)n2C | -3 | -1 | -8 | -13 | 2 | 0 | i | -1.2 | 0.3 | -1

Screening data deposited in PubChem by several laboratories.
